Screening data (PubChem BioAssay)
miR-122 sensor: blocks miR-122 activity in Huh7 sensor cells; AID 602342; activation (reporter increase), % at 12.5 µM; Huh7 miR-122 Renilla luciferase sensor, 48 h; neutral wells = 0, positive control = 100; 340,000 tested, 0.3% active;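 active = mean replicate activation score at least 90 and every replicate individually at or above 90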;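 note: higher luciferase means less miR-122 activity so hits act as miR-122 inhibitors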
PglD DTNB: blocks C. jejuni PglD acetyltransferase activity; inhibition, % at 12.5 µM; 360,000 tested, 0.098% active; purified PglD enzyme, DTNB colorimetric CoA detection; in the data active = inhibition above about 16%, passing the limit was not always enough; note: strong numbers were not always called active
FN deposition inh: fibronectin deposition inhibition | AH1F fibroblasts, Alexa488-fibronectin deposition fluorescence, overnight | inhibition, % at 12.6 µM | 350,000 tested, 0.086% active;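 active = mean inhibition across replicates of 30% or more, regardless of how many single replicates reach that level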;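 note: positive control wells lacked labelled fibronectin entirely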
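material = AH1F fibroblast monolayer depositing Alexa488-labelled fibronectin into matrix | amount = 10000 AH1F cells/well | buffer or medium = DMEM plus 2% serum, read in PBS | incubation = 1 h cell adhesion before compound, then overnight fibronectin incubation | detection = fluorescence at 485 nm excitation, 525 nm emission | evaluation = percent inhibition as loss of matrix-bound fibronectin fluorescence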
Statin myotox sup: suppression of simvastatin myotoxicity. 330,000 tested, 0.78% active. rescue of ATP level, % at 7.49 µM. C2C12 myotubes + simvastatin, ATP luminescence, 48 h; scaled: DMSO 0, geranylgeraniol control 100. AID 602340;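 active = mean ATP rescue above about 67%, or every replicate alone reaching that limit, limit read from the data, passing the limit was not always enough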;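 note: myotubes were challenged with 10 µM simvastatin during compound exposure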
PGC1a acetyl inh: lowers PGC1a acetylation signal in U2OS cells; AlphaScreen anti-acetyl-lysine; with virally co-expressed GCN5 acetyltransferase; AID 651687; 350,000 tested, 0.17% active; inhibition, % at 15.6 µM;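 active = every replicate shows inhibition of at least 40%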;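 note: 0% = neutral control wells and 100% = positive control wells; some results beyond the cut were filed as inactive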
INS-1E GSIS act: GLuc luminescence reporter in INS-1E cells, primary screen for activators of glucose-dependent secretion of insulin | INS-1E GLuc reporter insulin secretion, 2-3 h | activation, % at 16.6 µM | 370,000 tested, 0.61% active | AID 743287;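 active = lowest replicate activation of at least 40%, so every replicate reaches that level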;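 note: 0% = median of neutral control wells and 100% = median of IBMX positive control wells; some compounds called inactive have numbers as strong as hits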
F508del corr: CFTR F508del correction in bronchial cells; CFBE cells, YFP halide quenching; stimulated with forskolin plus potentiator P3; % fluorescence drop versus neutral controls; activity (quench increase), % at 7.58 µM; 350,000 tested, 0.36% active; AID 720511;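 active = mean added fluorescence quench of at least 8% versus neutral control, with both replicates also reaching 8%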;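 note: cells transiently co-express mutant CFTR-F508del with the halide-sensitive YFP; corrector assay measuring rescue of mutant channel to the surface after 24 h compound exposure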
Cneo AK release: Cryptococcus neoformans lysis via adenylate kinase release | lysis activity, % at 15 µM | C. neoformans lysis, adenylate kinase release luminescence, 4 h; normalised: neutral wells 0, clomiphene wells 100 | 360,000 tested, 0.2% active | AID 651654;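 active = mean lysis activity across replicates of at least 80%, whatever share of replicates individually reach that level; inactive = mean lysis activity below 80%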
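Schedule: static 4 h at 37 °C with compound, 1 h detection; system: C. neoformans cells; benchmarks: Clomiphene as positive control; buffer or medium: fresh YPD medium; measure: luminescence rise reflecting yeast cell lysis; measured by: luminescent adenylate kinase detection reagent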
An asterisk follows results filed as active; · = no result given; & = joins results of further samples; [ ] = another dose, or the depositor's remark.

SMILES	miR-122 sensor	PglD DTNB	FN deposition inh	Statin myotox sup	PGC1a acetyl inh	INS-1E GSIS act	F508del corr	Cneo AK release
CC(C)OCCCNC(=O)c1sc(=S)n(C)c1N	-10	-8	-3	4	-7	2	·	-2
O=C(Nn1c(-c2ccccc2)nc2ccccc2c1=O)C1CCC1	3	0	-7	22	4	5	·	-1
COc1ccc(-c2cc(C(=O)Nc3c(C)nn(Cc4ccc(Cl)cc4)c3C)no2)cc1	-6	3	-5	27	4	35	·	4
CCn1nnnc1SCC(=O)NC1Cc2ccccc2C1	·	0	4	4	1	·	-1.8	0
O=C(NCC[C@@H]1CC[C@@H](NS(=O)(=O)c2ccccc2)[C@@H](CO)O1)c1ccc2c(c1)OCO2	·	2	·	4	1	16	0.7	-4
C[C@@H]1CN([C@H](C)CO)C(=O)Cc2cc(NC(=O)C3CC3)ccc2O[C@@H]1CN(C)S(C)(=O)=O	1[16.7 µM]	-1	·	4	·	4	-0.2	1
C[C@H](CO)N1C[C@H](C)[C@H](CN(C)C)OCCCC[C@H](C)Oc2ccc(NC(=O)Nc3ccc4c(c3)OCO4)cc2C1=O	-2[16.7 µM]	1	·	-12	-16	-7	-3.9	0
CCC(=O)n1nc(-c2ccccc2)nc1NCc1ccccc1	-4	2	-4	-15	9	-3	·	·
CC1CN(C(=O)c2ccc(NS(=O)(=O)c3ccc(F)c(F)c3)cc2)CC(C)O1 (stereo not drawn)	-5	-4	-3	1	7	38	-1.7	0
COc1ccccc1C(=O)Nc1ccc(OCC(=O)N2CCCCC2C)cc1 (stereo not drawn)	-10	1	-3	6	3	22	-1.0	-2
C[C@H]1CN([C@@H](C)CO)C(=O)c2cccc(NC(=O)C3CCOCC3)c2O[C@@H]1CN(C)Cc1ccc(Oc2ccccc2)cc1	66[16.7 µM]	1	·	-21	2	-34	-0.7	0
Cc1cccc(N=CC=C2OC(C)(C)C(C)(C)O2)c1	-1	4	-9	·	·	8	3.0	-2
C(=N\N1CCN(c2ccccn2)CC1)/C1=C(N2CCOCC2)C(=C/c2ccccc2)/CC1	-3	4	3	-1	7	-2	0.1	-10
Cc1nccn1CC(O)COC1CCCCC1 (stereo not drawn)	5	9	·	-1	-11	·	·	-2
CCOC(=O)c1c(S(=O)(=O)N2CCN(Cc3ccccc3)CC2)c(C)n(C)c1C	-4	-1	7	11	10	0	-1.1	2

Reformatted: results already given.
| SMILES | miR-122 sensor | PglD DTNB | FN deposition inh | Statin myotox sup | PGC1a acetyl inh | INS-1E GSIS act | F508del corr | Cneo AK release |
| --- | --- | --- | --- | --- | --- | --- | --- | --- |
| O=C(NCC[C@@H]1CC[C@@H](NS(=O)(=O)c2ccccc2)[C@@H](CO)O1)c1ccc2c(c1)OCO2 | · | 2 | · | 4 | 1 | 16 | 0.7 | -4 |
| C[C@H]1CN([C@@H](C)CO)C(=O)c2cccc(NC(=O)C3CCOCC3)c2O[C@@H]1CN(C)Cc1ccc(Oc2ccccc2)cc1 | 66[16.7 µM] | 1 | · | -21 | 2 | -34 | -0.7 | 0 |
| C[C@@H]1CN([C@H](C)CO)C(=O)Cc2cc(NC(=O)C3CC3)ccc2O[C@@H]1CN(C)S(C)(=O)=O | 1[16.7 µM] | -1 | · | 4 | · | 4 | -0.2 | 1 |

(cont.)
SMILES	miR-122 sensor	PglD DTNB	FN deposition inh	Statin myotox sup	PGC1a acetyl inh	INS-1E GSIS act	F508del corr	Cneo AK release
O=C1N(Cc2cccc(Cl)c2)C[C@@H]2C[C@@H](c3cccn3-c3cccnc3)N3CCC[C@@]123	-5	1	-9	0	6	-9	-2.9	-1
O=C(Nc1nccs1)c1ccc(COc2c(F)c(F)cc(F)c2F)cc1	3	12	5	-21	·	4	-1.9	-3
COc1cccc(CN2[C@H](CO)[C@@H]3c4ccccc4N(C(=O)C4CC4)C[C@@H]32)c1	-17[16.7 µM]	1	·	12	-3	3	-1.3	-3
COc1cccc(CN2CCNC(=O)C2CC(=O)NCC(C)(C)N2CCOCC2)c1OC (stereo not drawn)	-3	1	·	5	5	23	1.6	1
Cc1ccc2cc(C#N)c(N3CCCC3)nc2c1C	-4	8	·	-4	-15	·	·	5
Cc1ccc(S(=O)(=O)NNC(=O)C2CCCCC2)cc1	40	6	3	4	-3	-10	-1.6	9
CC(Sc1ccccn1)C(=O)Nc1ccc(S(N)(=O)=O)cc1 (stereo not drawn)	·	1	5	5	2	8	·	1
CCNC(=O)C1CCCN(C(=O)c2ccc(C)c(F)c2)CC1 (stereo not drawn)	-3	1	·	-4	0	·	-3.7	4
Cc1ccc2nc3c(cc(C(=O)NCc4ccco4)c(=N)n3Cc3ccco3)c(=O)n2c1	4	1	0	3	8	-9	1.9	19
CCOC(=O)c1sc(NC(=O)C(CC)Sc2nnc3c4ccccc4n(CC)c3n2)nc1C (stereo not drawn)	0	5	1	2	5	-13	1.0	-1
CCC(C)N(CC(=O)NCc1ccc(OC)cc1)C(=O)c1csnn1 (stereo not drawn)	0	-2	0	7	-6	·	·	-3
CO[C@@H]1CN(C)C(=O)c2ccc(NS(=O)(=O)c3cn(C)cn3)cc2OC[C@H](C)N(CC2CC2)C[C@@H]1C	·	1	2	-2	-1	-11	2.0	-16
COc1cc2c(=O)n(CCC(=O)NCC3CCCO3)c(=O)n(CC(=O)Nc3ccc(C)c(C)c3)c2cc1OC (stereo not drawn)	·	0	-6	1	·	9	-1.4	-4
C[C@@H]1CN([C@H](C)CO)C(=O)c2cc(C#Cc3ccc(F)cc3)cnc2O[C@H]1CN(C)C(=O)c1ccccc1F	-2[16.7 µM]	-1	·	14	21	-26	0.1	3
COc1ccc(Cl)cc1NC(=O)COC(=O)c1ccc(Cl)nc1	·	0	8	14	4	2	-0.1	0
COc1ccc(NC(C)C(=O)Nc2cccc(S(=O)(=O)N3CCOCC3)c2)cc1OC (stereo not drawn)	·	0	2	-12	·	-11	-0.1	0
O=C(c1ccco1)N1N=C(c2cccs2)CC1c1ccc(F)cc1 (stereo not drawn)	11	2	4	34	·	·	·	3
CN(C(=O)COC(=O)c1cc2ccccc2cc1O)c1c(N)n(Cc2ccccc2)c(=O)[nH]c1=O	·	·	-4	8	·	-12	0.5	·
COc1ncnc2c1ncn2CCCN1CCN(c2ccccn2)CC1	-4	-1	4	0	·	-10	6.8	-2
CC(C)[C@H](N)C(=O)OCCOCn1cnc2c(=O)[nH]c(N)nc21	0&-3	-2&7	-10&2	3&3	-1&-11	·	6.3&2.3	-1&1
CC=Cc1ccc2n(c1=O)C[C@H]1[C@H](CO)[C@@H](C(=O)NCC)N(C(=O)CC3CC3)[C@@H]21 (mixture of isomers)	·	2	·	22	·	5	·	-4
O=C(COc1ccc(-c2ccccc2)cc1)N1CCN(C(=O)c2cccs2)CC1	·	·	-2	·	-11	-2	-4.5	·
CCOCCCNC(=O)c1cn(CC)c2ccc(S(=O)(=O)N(C)C3CCCCC3)cc2c1=O	40	1	-1	-3	-12	-14	-0.7	-1
COc1cccc(NC(=O)CN2C(=O)NC(C)(c3ccc(C)cc3)C2=O)c1 (stereo not drawn)	·	1	0	13	·	32	-0.5	0
CCc1cc(C(c2ccccc2OC)N2CCOCC2)c(NC(=O)c2ccccc2)s1 (stereo not drawn)	-1	-10	·	-1	-6	-27	·	-2
Cc1ccc(NC(=O)NCCCCc2ccccc2)cc1	·	1	-8	·	·	-2	0.4	-1
C[C@H](CO)N1C[C@H](C)[C@@H](CN(C)S(C)(=O)=O)Oc2ncc(C#CC3CC3)cc2C1=O	3[16.7 µM]	2	3	0	4	3	1.6	8
CCN1CCN(C(=S)Nc2ccccc2Cl)CC1	-13	-4	6	0	-10	·	·	-1
C[C@@H]1CN([C@@H](C)CO)C(=O)Cc2cc(NC(=O)Nc3ccc4c(c3)OCO4)ccc2O[C@@H]1CN(C)C(=O)Nc1ccc2c(c1)OCO2	-8[16.7 µM]	1	·	-20	-12	-2	1.6	0
O=C(N[C@H]1CC[C@H](CCNS(=O)(=O)c2ccc(Cl)cc2)O[C@@H]1CO)c1cnccn1	·	5	·	-3	1	8	0.4	0
CC(=O)Nc1ccc(NC(=O)c2ccc(COc3ccccc3)cc2)cc1	-4	-11	1	1	-11	-1	0.8	4
Oc1ccc(Cl)cc1CNc1ccc(Br)cn1	-14	1	2	-6	·	·	·	2
O=C(Nc1ccccc1F)c1ccco1	0	-7	4	-2	8	9	·	-1
CCCNC(=S)N1CCC(NC(=O)C23CC4CC(CC(C4)C2)C3)CC1	1	0	·	-50	6	·	·	-1
CCCNC(=O)C[C@@H]1C[C@H]2c3cc(NC(=O)CC4CC4)ccc3O[C@H]2[C@H](CO)O1	7[16.7 µM]	1	6	-4	0	-10	1.1	18
CNC(=O)c1ccccc1NC(=O)C1CC(=O)N(c2ccc(OC)cc2)C1 (stereo not drawn)	-3	-5	-4	12	4	1	1.9	0
COc1ccc(NC(=O)Cc2c(C(=O)O)n(C)c3ccccc23)cc1OC	-2	·	18	·	-1	1	1.8	·
CCC(CC)c1nnc(NC(=O)/C=C/c2ccco2)s1	24	-5	-1	·	4	-12	·	-1
O=C(Nc1ccc(Cc2ccncc2)cc1)C1CCC(N2C(=O)C3C4C=CC(C5CC45)C3C2=O)CC1 (stereo not drawn)	0	-1	3	-8	-20	-15	·	0
O=C(Cn1ccc2ccccc2c1=O)NCCC(=O)N1CCN(c2ccccc2)CC1	-6	0	6	-2	1	1	1.8	-1
Cc1cc(C)n(CCNC(=O)CC2C(=O)NCCN2Cc2ccccc2C(F)(F)F)n1 (stereo not drawn)	4	-6	3	5	9	24	0.1	-3
CCCCn1c(CN2CCN(C(=O)OCC)CC2)nc2c1c(=O)n(C)c(=O)n2C	-3	-3	5	-3	9	·	·	1
CC(C)(C)OC(=O)N1CCC[C@H]1C(=O)Nc1ccc(Br)cc1	·	1	6	10	-2	11	-0.1	-5
Cc1ccc(CN2CCC(n3nccc3NC(=O)C3CCOC3)CC2)cc1C (stereo not drawn)	·	8	-1	0	·	0	0.5	1
CCCC(=O)Nc1ccc2c(c1)OC[C@H](C)N(CC1CCOCC1)C[C@@H](C)[C@@H](OC)CN(C)C2=O	·	1	-2	-2	2	0	-5.7	-7
Cc1cccc([N+](=O)[O-])c1NC(=O)CSc1nnc2ccccn12	·	-3	-9	-1	·	25	-3.9	-3
CN(C)S(=O)(=O)n1cc(/C=C(\NC(=O)c2ccccc2F)C(=O)NCCN2CCOCC2)c2ccccc21	15	0	2	0	·	1	-3.1	0
CCOc1ccc(/C=C(\C#N)C(=O)NCC2CCCO2)cc1OCC (stereo not drawn)	-2	0	3	·	-1	10	0.7	6
CCc1cccc(NC(=O)CCC(=O)N2CCSc3ccccc32)c1	0	4	13	1	-13	-17	-1.3	2
C[C@@H]1CN([C@H](C)CO)C(=O)c2cc(-c3ccccc3)cnc2O[C@@H]1CN(C)Cc1cccnc1	-7[16.7 µM]	-3	-17	17	4	9	0.3	53
Cc1cc(C)n(-c2nnc(N3CCN(c4ccc(F)cc4)CC3)nn2)n1	·	·	5	·	-7	-8	-0.8	·
C[C@@H]1NC(=O)N[C@@H]1CCCCCC(=O)O	1	3	-11	-2	5	·	-0.9	-1
O=C(OCc1cccc(F)c1)c1ccc2c(=O)n3c(nc2c1)CCC3	0	·	3	-4	-2	-10	-1.9	·
O=C(NC(=O)N1CCCCCC1)c1ccccc1	-6	-1	4	6	·	2	0.8	0
